DENV2 CPE: inhibitors of DENV2 cytopathic effect, primary screen, cell-based, plate reader, single concentration; DENV2-infected cells, cytopathic effect rescue; CPE inhibition, % at 9.99 µM; hit rate 1.7% among 350,000; AID 651640, 2012; in the data active means CPE inhibition above about 20%, passing the limit was not always enough; inconclusive means no clear call, values can overlap the other calls; tested in BHK-21 cells;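 further: 0% = median of neutral control wells and 100% = median of positive control wells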
PAX8 reporter: inhibitors of PAX8-driven TPO luciferase reporter, primary screen, RMG-I cells, single concentration; hit rate 1.2% among 360,000; AID 652154, 2013; SteadyGlo, 24 h; inhibition, % at 12.6 µM;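 active means mean replicate inhibition at least 60% with every replicate also reaching 60%; inconclusive means only one of the two criteria is met; inactive means mean below 60% and not all replicates reaching 60%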;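 further: luciferase light reporting Pax8 driven TPO promoter activity; plate controls were median of neutral control wells for no effect and mitoxantrone controls for full effect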
INS-1E GSIS act: GLuc luminescence reporter in INS-1E cells, primary screen for activators of glucose-dependent secretion of insulin. INS-1E GLuc reporter insulin secretion, 2-3 h. activation, % at 16.6 µM. hit rate 0.61% among 370,000. AID 743287, 2014;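 active means lowest replicate activation of at least 40%, so every replicate reaches that level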;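 further: 0% = median of neutral control wells and 100% = median of IBMX positive control wells; some compounds called inactive have numbers as strong as hits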
EWS-Fli inh: EWS/Fli-driven NR0B1 reporter inhibitors, primary screen, A673 cells, NR0B1 luciferase, luminescence, MLPCN library; viability-normalised; inhibition, % at 12.6 µM; hit rate 0.67% among 350,000; AID 651661, 2012;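 active means mean inhibition of at least 50% after viability correction, with every replicate also passing that limit; inconclusive means mean reaches 50% but only one of two replicates passes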;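 further: firefly luciferase signal divided by Alamar Blue viability fluorescence both relative to DMSO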
XiGFP reactiv: activators of inactive X chromosome reactivation, primary screen, imaging, XiGFP fibroblasts, GFP high-content imaging, set 2; hit rate 0.055% among 360,000; XiGFP mouse fibroblasts, % GFP-positive cells imaging, 3 d; cells co-treated with 5-aza-dC sensitizer; scaled so ellipticine positive control = 100%; AID 743238, 2013; activation, % at 7.58 µM;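 active means mean normalized replicate activation at least 10% and every replicate at or above 10%; inconclusive means only one of the two criteria met; inactive means mean below 10% and not all replicates reach 10%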;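 further: 0% = median of on-plate neutral control wells and 100% = ellipticine 6 µM median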
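System: 68-5-11 XiGFP fibroblast line; Timing: 3 days compound exposure; Compound dosing: one concentration, pinned; Benchmarks: positive control ellipticine, 6 µM final; Buffer or medium: DMEM containing 5-aza-dC.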
F508del corr: F508del CFTR correction, initial screen, CFBE line, single point; activity (quench increase), % at 7.58 µM; CFBE cells, YFP halide quenching; stimulated with forskolin plus potentiator P3; % fluorescence drop versus neutral controls; hit rate 0.36% among 350,000;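 active means mean added fluorescence quench of at least 8% versus neutral control, with both replicates also reaching 8%; inconclusive means only one of the mean or replicate conditions met; inactive means mean below 8% and not both replicates reaching 8%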;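 further: cells transiently co-express mutant CFTR-F508del with the halide-sensitive YFP; corrector assay measuring rescue of mutant channel to the surface after 24 h compound exposure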
ERp5 inh: inhibitors of ERp5-driven insulin aggregation, primary screen, biochemical, turbidity, absorbance 650 nm, single point; Protein disulfide-isomerase A6 (Homo sapiens), Q15084; AID 651711, 2012; hit rate 0.05% among 350,000; inhibition, % at 9.99 µM; 90 min;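 active means mean replicate inhibition above about 25%, with every replicate also reaching it, limit read from the data, passing the limit was not always enough; inconclusive means only one of those two criteria met; inactive means neither criterion met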
Target sequence (Q15084 whole entry, looked up): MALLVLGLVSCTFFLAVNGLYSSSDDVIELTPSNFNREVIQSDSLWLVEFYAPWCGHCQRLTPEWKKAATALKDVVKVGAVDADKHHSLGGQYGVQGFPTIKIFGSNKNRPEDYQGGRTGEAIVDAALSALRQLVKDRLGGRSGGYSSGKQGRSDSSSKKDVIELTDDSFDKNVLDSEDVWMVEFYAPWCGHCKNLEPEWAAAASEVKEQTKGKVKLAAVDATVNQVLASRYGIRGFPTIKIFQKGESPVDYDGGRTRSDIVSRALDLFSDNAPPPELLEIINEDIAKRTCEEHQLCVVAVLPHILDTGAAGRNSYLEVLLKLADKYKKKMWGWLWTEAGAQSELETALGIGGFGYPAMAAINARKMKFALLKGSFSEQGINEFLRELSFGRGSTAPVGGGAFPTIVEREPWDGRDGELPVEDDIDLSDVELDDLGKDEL
ARNT TACC3 PPI: disruptors of ARNT/TACC3 protein interaction, primary screen, biochemical, AlphaScreen, single concentration; AlphaScreen His-ARNT PAS-B/GST-TACC3 binding, luminescence; TACC3 fragment carries E629A point mutation; hit rate 0.66% among 390,000; inhibition, % at 9.99 µM; Transforming acidic coiled-coil-containing protein 3 (Homo sapiens), Q9Y6A5;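 active means mean inhibition of replicates at least 50% and at least half of replicates each reaching 50%; inconclusive means half or more replicates reach 50% but mean below 50%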;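 further: 0% = complete ARNT plus TACC3 wells and 100% = ARNT alone without TACC3; many hits fall short of the cut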
Numbers without * were called inactive; ? = inconclusive; . = not tested or not shown.

SMILES,F508del corr,XiGFP reactiv,PAX8 reporter,EWS-Fli inh,DENV2 CPE,ARNT TACC3 PPI,INS-1E GSIS act,ERp5 inh
Cc1c(N=Nc2c(-c3ccc([N+](=O)[O-])cc3)[nH]n(C(N)=S)c2=O)cccc1[N+](=O)[O-],6.6,0.0,22,35,.,0,24,11
CCOC(=O)N1CCN(S(=O)(=O)c2ccc(C(=O)Nc3sc4c(c3C(N)=O)CC(C)(C)NC4(C)C)cc2)CC1,2.2,0.1,-5,10,-3,6,-11,-9
O=C(C1CCCCC1)N1CC2(C1)[C@H](c1ccccc1)[C@@H](CO)N2Cc1cncnc1,-1.8,0.2,.,-4,3,.,2,3
CC(NC(=O)CN1CCN(Cc2ccc(Cl)cc2)C1=O)c1ccc2c(c1)OCCO2 (stereo not drawn),-3.1,0.0,8,2,1,-13,.,0
COc1ccc(NC(C)=O)cc1NC(=O)CCn1c(=O)sc2ccccc21,0.2,.,.,12,.,3,-2,3
C/C(CC(=O)NCc1ccco1)=N\NC(=O)CC#N,3.5,-0.1,-8,-12,-4,.,-3,-1
O=C(CN1CCN(Cc2cccc(Cl)c2)C1=O)NCc1cccs1,2.6,-0.1,-5,-11,3,4,.,0
CN1c2ccc(-c3cccc(C#N)c3)cc2[C@@H]2[C@@H](CCN2C(=O)C2CC2)[C@H]1CO,-0.5,-0.1,16,9,-1,.,-1,-4
C[C@@H]1CN([C@@H](C)CO)C(=O)c2cc(NS(=O)(=O)c3ccc(Cl)cc3)ccc2O[C@@H](C)CCCCO[C@@H]1CN(C)C(=O)c1ccccc1,-1.0,0.3,-24,-3,17,-3,-12,-3
CCOCCCNC(=S)NCCc1ccccc1,.,-0.1,-64,.,.,-2,15,.
O=C(O)c1ccc(CSc2nc3c(c(=O)[nH]2)CCC3)cc1,-4.1,0.0,-4,-1,-10,.,-11,5
O=C(c1cc(Br)ccc1Cl)N1CCN(c2ccc(N3CCOCC3)nn2)CC1,3.5,-0.1,-7,10,4,-1,2,0
COc1cc(C(=O)NNC(=O)C2CCCC2)cc(OC)c1OC,1.4,0.0,-7,-7,0,-2,15,7
O=S(=O)(Nc1cc(Cl)ccc1-n1cncn1)c1cc(Br)ccc1Br,-3.7,0.3,13,6,1,-6,-46,-6
C[C@@H]1CN([C@@H](C)CO)C(=O)c2cccc(NS(C)(=O)=O)c2O[C@@H]1CN(C)S(=O)(=O)c1ccc(Cl)cc1,0.4,0.0,.,-4,18,-1,20,11
COC(=O)c1cc2c(s1)-c1cc(F)ccc1OC2,-0.9,0.0,-8,12,-5,11,.,-3
Cc1cc(C)cc(N(C(=O)Cn2nnc(-c3ccccc3)n2)C(C(=O)NC2CCCCC2)c2ccccn2)c1 (stereo not drawn),.,-0.1,-1,.,.,-6,25,.
CCCCn1c(=NC(C)=O)c(C#N)cc2c(=O)n3cccc(C)c3nc21,0.3,0.0,-16,13,5,-3,10,2
NC(=O)c1ccccc1OCC(=O)N1CCc2ccccc2C1,-0.9,0.0,-19,-10,-2,0,-17,5
C[C@@H](NC(=O)C[C@H]1CC[C@@H]2[C@H](COC[C@H](O)CN2C(=O)Nc2ccccc2)O1)c1ccccc1,-0.7,0.0,-7,-7,21*,-6,0,-6
CCC(=O)N1CCN(c2ccccc2NC(=O)c2cccs2)CC1,1.2,-0.1,13,8,?,3,13,2
C[C@@H]1CN([C@@H](C)CO)C(=O)Cc2cc(NC(=O)CCCN(C)C)ccc2O[C@H]1CN(C)S(=O)(=O)c1cccs1,0.9,0.2,-52,-3,?,-1,2,.
CCCC1CCC(C(=O)Nn2c(C)nc3ccccc3c2=O)CC1 (stereo not drawn),-1.7,.,.,-7,-3,-4,9,-5
CCOC(=O)c1c(S(=O)(=O)N2CCN(C3CCCCC3)CC2)c(C)n(C)c1C,-2.3,0.1,1,0,-1,-2,18,-7
O=C(CSc1nnc2sc3ccccc3n12)N1CCN(c2ccccc2)CC1,-1.8,.,.,-4,0,3,-7,-1
CCN(CC)C(=O)C1=C(C)N(Cc2ccc(C(C)(C)C)cc2)C(=O)C(CC(=O)NC2CC2)C1 (stereo not drawn),-2.1,0.0,-17,-6,18,.,-1,0
Cc1ccc(-c2nc3c(Cl)cc(C(F)(F)F)cn3c2Cc2ccccc2)cc1,-2.5,-0.1,-12,-43,-4,.,-6,2
COc1ccc(CNS(=O)(=O)c2cc(Br)ccc2Br)cc1,1.4,0.1,-14,-12,5,.,-26,0
O=C1c2cccc3cccc(c23)C(=O)N1CC1CCN(S(=O)(=O)c2ccc(F)cc2)CC1,.,0.2,-3,-17,-5,-2,.,-6
O=C(Cc1ccccn1)N[C@H]1CC[C@H](CCn2cc(-c3cccnc3)nn2)O[C@H]1CO,-1.1,-0.1,11,3,10,-9,29,1
O=C(O)C1CCN(S(=O)(=O)Cc2ccccc2)CC1,1.2,0.1,15,4,-1,-4,16,7
CCC(=O)c1ccc(OCC(=O)N2CCN(S(=O)(=O)c3ccc(Cl)s3)CC2)cc1,0.6,-0.1,6,6,-7,.,-1,3
Cc1noc(C)c1C(=O)Nc1ccc(S(=O)(=O)N2CCC(C)CC2)cc1,0.6,0.0,9,15,-5,1,-15,5
Cc1cc(C(=O)Nc2cccc3c2O[C@H](CN(C)Cc2ccccc2)[C@@H](C)CN([C@H](C)CO)C3=O)n(C)n1,-0.9,0.0,8,-11,5,-7,12,-3
CC1=NN(C(=O)c2ccccc2C)C(O)(c2ccc(Cl)cc2)C1 (stereo not drawn),1.3,0.1,11,9,-9,-11,-9,0
Oc1cccc(/C=C/c2ccc3cccc(O)c3n2)c1,-1.2,0.1,-44,5,12,13,-22,-6
CC(=O)Nc1ccc(S(=O)(=O)Nc2nccc(/C=C/c3ccccc3F)n2)cc1,0.6,0.0,3,-1,-4,4,6,1
O=C(NCCN1CCCCC1)Nc1ccc([N+](=O)[O-])cc1,-1.0,0.0,4,5,7,2,-16,1
O=C(O)CC(CC(=O)O)c1ccsc1,3.0,-0.3,-9,-5,6,-2,5,7
CC(=O)NC(CCC(=O)O)C(=O)O (stereo not drawn),-14,0.1,11,0,2,0,.,-2
CC(C)OC(=O)CC1C(=O)NCCN1C(=S)NC(=O)c1ccc(F)cc1 (stereo not drawn),-1.7,0.0,0,4,2,-5,-3,-1
Nc1ncnc2c1ccn2[C@H]1CN(Cc2ccc(Cl)cc2)C[C@@H](CO)O1,5.0,0.2,10,8,-4,.,-7,1
CNC[C@H]1OCCCC[C@H](C)Oc2ccc(NS(=O)(=O)c3ccc(OC)cc3)cc2C(=O)N([C@H](C)CO)C[C@@H]1C,2.9,0.0,3,-2,0,4,-3,4
CC(=O)c1ccc(OCCNS(=O)(=O)c2ccc(-n3cnnn3)c(C)c2)cc1,2.3,0.3,12,8,7,2,-28,-4
CCCNC(=O)N1C[C@H](C)[C@@H](OC)CN(C)C(=O)c2cc(NC(C)=O)ccc2OC[C@@H]1C,2.6,-0.2,.,-2,10,-13,3,-4
Cc1nnsc1C(=O)NNC(=O)c1cccc2ccccc12,1.9,0.1,16,1,14,1,-12,0
Cc1ccc(NC(=S)Nc2ccc(F)cc2)c(C)c1,2.9,0.1,-13,-2,-5,.,-3,-3
CC(C)C(=O)Nc1ccc2c(c1)C(=O)N(C)[C@H]1CC[C@@H](CC(=O)NC3CCCC3)O[C@@H]1CO2,-1.9,0.0,-1,10,4,-2,-1,7
COc1cccc2cc(C(C)OC(=O)Nc3ccc(C)cc3)oc12 (stereo not drawn),0.8,-0.1,-7,-10,7,0,-5,4
O=[N+]([O-])c1ccc(Cl)cc1N1CCOCC1,-2.5,0.0,9,-7,4,19,.,-5

Look-ups from above.
`Nc1ncnc2c1ccn2[C@H]1CN(Cc2ccc(Cl)cc2)C[C@@H](CO)O1` in ERp5 inh → 1
`Cc1ccc(-c2nc3c(Cl)cc(C(F)(F)F)cn3c2Cc2ccccc2)cc1` in ERp5 inh → 2

(listing goes on)
SMILES,F508del corr,XiGFP reactiv,PAX8 reporter,EWS-Fli inh,DENV2 CPE,ARNT TACC3 PPI,INS-1E GSIS act,ERp5 inh
C[C@H](CO)N1C[C@H](C)[C@@H](CN(C)C(=O)Nc2ccc3c(c2)OCO3)Oc2ncc(-c3cccnc3)cc2C1=O,1.8,-0.8,.,-24,4,16,1,0
O=C(CCCN1C(=O)c2ccccc2C1=O)Nc1ccc2c(c1)OCCO2,-0.1,0.0,-17,-6,-1,4,9,-3
CC1(C)OC2C(CO)OC(n3cnc4c(=S)nc[nH]c43)C2O1 (stereo not drawn),-3.7,0.0,12,12,1,-10,10,-4
Cc1ccc(-n2nc(C)c(NC(=O)CCl)c2C)cc1C,.,0.2,112*,.,.,-7,29,.
Cc1noc(C)c1S(=O)(=O)Nc1ccc2c(c1)CC(=O)N([C@@H](C)CO)C[C@@H](C)[C@H](CN(C)S(=O)(=O)c1cn(C)cn1)O2,-0.9,-1.0,-14,-9,4,5,11,1
O=C(CCN1C(=O)c2ccccc2C1=O)CN1CCOCC1,0.1,0.0,-1,1,?,1,9,0
Cc1cc2c(cc1S(=O)(=O)Nc1cccc(C)c1C)n(C)c(=O)c(=O)n2C,-3.9,0.4,4,11,-10,.,-10,4
Cc1cc(C)cc(NC(=S)NCCCO)c1,.,-0.3,17,12,0,-3,0,0
CC(=O)Nc1ccc(Nc2cc(N3CCOCC3)c3nonc3c2[N+](=O)[O-])cc1,0.2,0.0,9,14,2,9,16,6
C[C@@H]1CN([C@H](C)CO)S(=O)(=O)c2ccc(C#CC3(O)CCCC3)cc2O[C@@H]1CN(C)CC1CC1,-2.2,-0.1,.,0,3,-1,9,0
Cc1cccc(NC(=S)NC(=O)c2ccc(-c3ccccc3)cc2)n1,0.5,0.0,-96,-97,1,.,5,9
O=C1Nc2ccccc2N(O)N1c1cc(-c2ccccc2)[nH]n1,1.9,0.0,8,1,3,1,9,-5
C[C@@H]1CN([C@@H](C)CO)C(=O)Cc2cc(NC(=O)C3CC3)ccc2O[C@H]1CN(C)S(=O)(=O)c1cn(C)cn1,-2.6,0.2,0,-4,8,21,7,6
NC(=O)c1ccccc1NC(=O)COc1ccc2c(c1)OCO2,-2.8,0.1,-182,-71,-8,-3,25,3
c1ccc2c(c1)nc(NCCN1CCOCC1)c1nncn12,-1.2,-0.1,9,-4,-2,6,11,3
Cc1ccc(NC(=O)CSc2nnc(-c3ccccn3)n2N)c(Br)c1,0.6,0.0,-4,-3,-2,.,.,-2
COC(=O)C1C(O)=C(C(C)=Nc2cccc3ccccc23)C(=O)CC1(C)C (stereo not drawn),-1.1,-0.1,25,15,-3,-3,2,1

Assay outcomes: PubChem, Broad Institute
